Source: PubChem BioAssay (several laboratories)
Peg3 promoter – Peg3 promoter activity inhibition; inhibition, % at 20 µM; HeLa PEG-Prom luciferase reporter, luminescence, overnight; actives 1.7% (n = 360,000); AID 588405;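 active means inhibition of at least 50% at 20 µM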
NR2E3 ag-1 – activates human photoreceptor nuclear receptor NR2E3; actives 0.12% (n = 320,000); inhibition of corepressor binding, % at 4.78 µM; Q9Y5X4; AID 2300; GST-NR2E3/biotin-RetCOR TR-FRET, 1536-well;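 active means percent inhibition above the cutoff of mean plus 3 SD of all tested compounds, set per screening campaign, cut at about 20% in these data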;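 further: 0% = DMSO wells and 100% = biotin wells as full block of FRET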
Target sequence (Q9Y5X4 whole entry, looked up): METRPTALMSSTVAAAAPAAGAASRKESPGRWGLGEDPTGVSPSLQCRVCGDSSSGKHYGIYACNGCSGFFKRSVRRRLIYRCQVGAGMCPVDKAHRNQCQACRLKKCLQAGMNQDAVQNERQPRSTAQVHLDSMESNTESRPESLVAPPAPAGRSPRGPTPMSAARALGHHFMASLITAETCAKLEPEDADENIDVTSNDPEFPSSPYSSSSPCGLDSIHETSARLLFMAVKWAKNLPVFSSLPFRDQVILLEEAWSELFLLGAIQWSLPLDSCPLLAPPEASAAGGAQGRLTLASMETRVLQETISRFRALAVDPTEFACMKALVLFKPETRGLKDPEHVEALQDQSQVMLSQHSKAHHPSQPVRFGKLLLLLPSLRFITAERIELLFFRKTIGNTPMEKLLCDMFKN
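Test system: GST-NR2E3 and biotin-RetCOR proteins | Quantity: 1.35 nM GST-tagged NR2E3 final | Medium: Tris pH 7.5 | Also added: 7 nM biotin-RetCOR | Dosing: Compound at 4.8 µM, single dose | Timing: 5 h at 4 °C | Detection: Time-resolved FRET | Read-out basis: Percent inhibition | Benchmarks: Biotin wells as high control, 0.6% DMSO wells as low control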
Vif imaging – HIV Vif inhibition; HEK293T cells, Vif self-association by quenched fluorescence, imaging, 24 h; inhibition, % at 7.49 µM; actives 0.35% (n = 340,000); AID 602346; in the data active means inhibition above about 50%, passing the limit was not always enough; inconclusive means no clear call, values can overlap the other calls; inactive means below about 31%; further: some results filed as inactive read as strong as hits
aDG glyco act – alpha-DG glycosylation activation; Pro5-aDG cells, alpha-DG glycosylation AlphaScreen (IIH6); 0% Pro5, 100% B10-LARGE cell signal; activation, % at 10 µM; actives 0.22% (n = 360,000); AID 624168;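 active means activation of at least 8% versus controls, or a plate z-score of at least 8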;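 further: Pro5 are CHO cells carrying HIG-tagged alpha-DG that lacks glycosylation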
PDI inh – blocks human protein disulfide isomerase activity; P07237; PDI insulin aggregation turbidity, A650, 90 min; inhibition, % at 10 µM; actives 0.052% (n = 350,000); AID 588391;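 active means mean inhibition across replicates of 30% or more, whatever share of single replicates reach that level; inconclusive means mean inhibition below 30% while every single replicate reaches 30%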;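 further: absorbance from insulin aggregation driven by PDI reduction with DTT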
Target sequence (P07237 whole entry, looked up): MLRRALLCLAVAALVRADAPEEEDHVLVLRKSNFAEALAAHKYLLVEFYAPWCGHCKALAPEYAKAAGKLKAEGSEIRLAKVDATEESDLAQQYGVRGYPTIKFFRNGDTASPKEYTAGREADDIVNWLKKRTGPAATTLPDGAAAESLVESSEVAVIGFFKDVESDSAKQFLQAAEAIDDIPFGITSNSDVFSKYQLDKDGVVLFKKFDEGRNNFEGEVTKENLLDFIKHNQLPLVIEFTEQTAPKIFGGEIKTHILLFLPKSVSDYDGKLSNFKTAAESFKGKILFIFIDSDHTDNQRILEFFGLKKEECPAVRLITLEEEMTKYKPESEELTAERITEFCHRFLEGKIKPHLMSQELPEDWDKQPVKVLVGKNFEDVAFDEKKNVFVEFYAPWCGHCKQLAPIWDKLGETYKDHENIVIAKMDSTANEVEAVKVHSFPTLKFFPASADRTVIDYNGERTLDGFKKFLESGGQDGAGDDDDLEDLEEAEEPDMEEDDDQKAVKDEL
hiPSC survival – enhancers of human iPSC single-cell survival. AID 602274. survival enhancement, % at 20 µM. actives 0.044% (n = 360,000). hiPSC single-cell survival, ATPlite luminescence; 100% = ROCK inhibitor wells, 0% = DMSO; in the data active means survival enhancement above about 18%;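 further: cells exposed to compounds for 16 hours before the ATP read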
HIF-2a block – blocks HIF-2a reporter activity; 786-0 RCC cells HIF-2a reporter, luciferase luminescence, overnight; inhibition, % at 18.8 µM; actives 0.72% (n = 360,000);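 active means inhibition of the luminescence signal of 40% or more relative to plate controls, in a single-dose primary screen at 18.75 µM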
TRPM1 prom inh – reduces MITF-dependent TRPM1 promoter luciferase signal. actives 0.83% (n = 330,000). SK-MEL-5 TRPM1 promoter luciferase, 24 h. inhibition, % at 12.5 µM;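 active means mean inhibition across replicates of 60% or more, whatever share of single replicates reaches that level; inconclusive means some that reach 60%, reason not given; inactive means mean inhibition across replicates below 60%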; further: values of inactives mirror those of a sister screen read the other way
Granule exo inh – blocks lytic granule exocytosis; inhibition, % at 10 µM; TALL-104 LAMP-1 surface exposure, flow cytometry; cells stimulated with thapsigargin and PMA; actives 0.66% (n = 360,000);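 active means inhibition above about 55%, limit read from the data; inconclusive means no clear call, values can overlap the other calls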
NR2E3 ag-2 – human photoreceptor-specific nuclear receptor agonism; CHO-S Gal4-NCOR/VP16-NR2E3 two-hybrid, luciferase; Q9Y5X4; actives 0.35% (n = 360,000); inhibition of corepressor binding, % at 3.98 µM; AID 602229;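 active means inhibition above the mean of all tested compounds plus 3 SD, cut at about 70% in these data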;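 further: 0% = DMSO with NR2E3 transfected cells and 100% = cells lacking NR2E3 construct; higher means lower luciferase signal from less NR2E3 corepressor binding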
CaV13 FRET inh – Primary screen for inhibitors of IQ motif and Ca2+-dependent inactivation inhibitor domain binding in CACNA1D, Förster resonance energy transfer in living cells, …; AID 743397; HEK cells, CFP/YFP FRET ICDI-IQ, plate reader, 10 min; percent FRET-ratio fall versus neutral wells; actives 0.098% (n = 340,000); inhibition, % at 12.3 µM;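 active means mean replicate inhibition of at least 30% and at least 1% of replicates passing that level; inconclusive means only one of the two criteria is met; inactive means neither criterion is met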;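 further: 0% = median of the neutral control wells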
The depositor's hits bear a star; ? = inconclusive; / = not tested or not shown.

entry	smiles	Peg3 promoter	NR2E3 ag-1	Vif imaging	aDG glyco act	PDI inh	hiPSC survival	HIF-2a block	TRPM1 prom inh	Granule exo inh	NR2E3 ag-2	CaV13 FRET inh
1	O=[n+]1c2c(n([O-])c3ccccc31)CCC2	6	0	-8	-0.1	-1	2.0	10	5	-3	-12	/
2	CC(NC(=O)c1ccc2nc[nH]c2c1)c1ccccc1 (stereo unspecified)	9	4	-3	0.1	-4	1.4	19	-2	-2	4	-6
3	COc1ccc(O)c(C(=O)c2cc(C#N)c(=O)n(Cc3ccccc3)c2)c1	5	5	-6	0.9	1	-1.4	-35	-5	0	-54	4
4	COC(=O)[C@@]1(Cc2ccc(F)cc2)[C@H]2c3cc(C(=O)N(C)C)n(CCF)c3C[C@H]2CN1C(=O)c1ccccc1	/	/	/	0.0	/	-0.9	19	/	-3	-9	-8
5	CCOc1ccc(N(C(=O)CNC(=O)c2cccs2)C(C(=O)NCC2CCCO2)c2ccc(OC)c(OC)c2)cc1 (stereo unspecified)	-3	4	6	0.0	-4	-0.3	19	5	2	5	-4
6	O=C(C=CC(=O)OC1CCCCC1)OC1CCCCC1	22	/	17	0.2	-15	1.1	6	-1	33	-1	-5
7	COc1cc(OC)c(NC(=O)CCCn2c(=O)oc3ccccc32)cc1Cl	1	2	-7	0.1	-8	-1.3	0	4	-6	-17	-7
8	Cc1cc(C)nc(NC(N)=NCCc2c[nH]c3ccccc23)n1	31	-5	5	-0.2	3	1.8	26	36	6	10	-5
9	CC1(c2ccc3c(c2)OCCCO3)NC(=O)N(CC(=O)NCCc2ccc(F)cc2)C1=O (stereo unspecified)	8	/	-2	0.1	-2	2.8	13	/	5	-10	-5
10	Cc1cc(C)n(CCC(=O)N/N=C/c2ccc(Br)c([N+](=O)[O-])c2)n1	19	1	12	0.3	18	0.6	14	11	2	-11	-1
11	O=c1oc2cc(OCc3c(F)cccc3Cl)ccc2cc1-c1ccccn1	-251	3	0	0.2	11	9.5	-201	-36	-1	-2	-6
12	CC1Cc2cc(/C(O)=C3\C(=O)C(=O)N(CCN(C)C)C3c3ccccc3F)ccc2O1 (stereo unspecified)	-18	1	-1	0.1	0	0.8	-22	-14	5	-16	-5
13	COc1ccc(CC(=O)NNC(=S)NC(=O)c2cccnc2)cc1	4	1	4	-0.1	10	0.2	12	4	-2	16	5
14	O=C(O)CNc1ncccc1[N+](=O)[O-]	2	-1	12	0.1	1	-0.3	12	2	4	-15	-1
15	COc1ccc2cc(N=Cc3nc(-c4ccc(C)cc4)oc3O)cnc2c1	39	-1	0	-0.7	-12	-2.8	5	-2	2	-1	-12
16	O=C(CN1c2ccccc2Sc2ccccc21)N/N=C/c1ccc([N+](=O)[O-])cc1	14	2	-20	0.2	1	-0.4	-10	-5	-11	-6	-2
17	Cc1ccc(/C=N\NC(=O)C2COc3cc4ccccc4cc3O2)o1 (stereo unspecified)	13	-2	-3	0.0	4	-0.3	11	11	0	-18	/
18	Cc1ccc(SCCOCCN2CC(C)OC(C)C2)cc1 (stereo unspecified)	7	3	-5	0.0	4	-0.3	6	17	-2	0	1
19	CCN(CC)S(=O)(=O)c1cc(C(=O)Oc2cccc(-c3cnc4ccccc4n3)c2)ccc1OC	-217	0	-3	0.2	0	2.2	-215	-35	2	-43	-4
20	CCc1ccccc1NC(=O)C1=CC(c2ccc(OC)c(OC)c2)=NS(=O)(=O)N1C	7	1	2	0.0	/	-0.2	0	/	-2	-21	-5
21	Cn1c(=O)c2cccnc2c(=O)n1C	11	/	2	-0.1	-5	4.8	4	/	11	-13	-6
22	Cc1cccc(NC(=O)Cn2nnc(-c3cccs3)n2)c1C	9	1	-4	0.4	3	-1.2	-4	-8	2	0	-8
23	CC(=O)N1CCN(c2ccc(NC(=O)c3cccc([N+](=O)[O-])c3)cc2)CC1	-27	0	1	0.0	5	0.0	-32	10	2	1	11
24	COc1ccccc1NC(=O)Nc1nc(CC(=O)Nc2ccc(F)cc2)cs1	19	2	-6	-0.2	-10	0.2	-21	-1	-3	-19	-6
25	CCOC(=O)N1CCN(c2ccc(F)cc2[N+](=O)[O-])CC1	7	0	3	-0.1	-6	0.4	9	-6	2	-7	-3
26	CC(=O)c1c(C)[nH]c(C(=O)Nc2ccc(C)cn2)c1C	49	-2	-4	-0.4	-6	-5.4	46*	45	-1	-92	-4
27	CC1=C(C(=O)N(C)C)CC(CC(=O)NCCN2CCOCC2)C(=O)N1CCC1=CCCCC1 (stereo unspecified)	0	/	/	-0.2	0	-3.9	-3	/	1	-5	-2
28	Nc1cc(N)nc(SCC(=O)NCC2CCCO2)n1 (stereo unspecified)	-36	1	-1	0.0	-5	-1.3	-58	7	0	4	-6
29	Cn1ncc2c(NCc3ccccc3)nc(NCCCO)nc21	10	-1	-2	0.1	-8	-0.1	19	-10	0	-7	-3
30	CCCCOc1ccc(CNn2c(C)nc3ccccc3c2=O)cc1	1	1	2	0.3	-7	-0.2	-36	-9	1	-19	-11
31	OC(c1ccccc1)C(NCc1ccccc1)c1ccccc1 (stereo unspecified)	0	/	/	0.3	-55	0.9	-14	/	-6	-14	-13
32	COc1ccc(NC(=O)CCN2CCCCCC2)c(OC)c1	11	1	3	-0.1	-2	0.7	3	1	-5	-6	/
33	CC(=O)Nc1ccccc1OCC(=O)NC(C)c1ccc(F)cc1 (stereo unspecified)	11	-2	-4	0.2	10	0.6	17	6	0	-18	-3
34	CCS(=O)(=O)Nc1ccc(C2=NN(C(=S)Nc3ccccc3)C(c3ccco3)C2)cc1 (stereo unspecified)	-60	2	-5	-0.3	2	-1.9	-95	-24	3	-24	-6
35	O=C(NC(=S)NCCc1ccccc1)c1ccco1	-85	6	/	0.2	-10	0.7	-141	-13	2	-29	-5
36	O=C(Nc1ccccc1)Nc1ccc(F)c([N+](=O)[O-])c1	-115	3	-16	0.3	2	1.5	-161	-7	0	-13	-4
37	O=S(=O)(Nc1ccncc1)c1ccccc1	7	-3	0	0.3	4	3.3	3	3	4	-13	-3
38	CCOc1cccc(/C(O)=C2/C(=O)C(=O)N(CCN3CCOCC3)C2c2cccnc2)c1 (stereo unspecified)	13	-1	10	-0.1	9	2.7	17	7	3	-17	-5
39	CC1(C)N=C(/C=N/O)C=[N+]1[O-]	18	1	11	0.0	15	0.8	7	4	-2	-17	-6
40	c1ccc(-c2cnc(-c3ccccc3)nc2)cc1	-135	-2	-3	-0.2	0	-2.3	-298	-17	-2	-69	-4
41	CC(NC(=O)c1cccc(OC2CCN(C(=O)C3CC3)CC2)c1)c1ccc(F)cc1 (stereo unspecified)	-15	2	-16	0.0	4	-0.3	-7	6	-2	1	-2
42	O=C(NCc1ccccc1)c1ccccc1OCC(=O)N1CCCCC1	14	1	2	0.3	0	-0.2	12	3	-1	-11	-6
43	CCSc1ccc([C@@H]2[C@@H]3C(=O)N(CC)C(=O)[C@@H]3[C@]3(C(=O)OC)CCCCN23)cc1	-16	4	9	0.0	11	1.1	-8	4	-7	-5	-10
44	COc1cccc(C(=O)OCC(=O)Nc2cc(C)on2)c1OC	-11	/	3	0.3	-6	-1.0	6	1	-3	4	-10
45	Cc1noc(C)c1S(=O)(=O)N1CCC(C(=O)N2CCC(N3CCCCC3)CC2)CC1	13	3	/	-0.1	/	1.0	4	-5	5	0	5
46	CCC(=O)Nc1cccc(C2=NOC3(C2)C[C@@H](C(N)=O)N(C(=O)COc2ccc(Cl)cc2)C3)c1 (stereo partly specified)	2	-2	-3	0.1	-2	-2.2	9	3	-6	-8	-12
47	COc1ccccc1C(=O)COC(=O)CNC(=O)c1ccc(Br)o1	2	2	17	0.0	8	-0.3	4	15	-2	-12	-6
48	Cc1noc(C)c1CSc1nnc2n(-c3ccccc3)c(=O)c3ccccc3n12	11	-2	-6	0.0	-2	-0.8	8	1	-6	2	-4
49	O=C1CCCC2=C1C(c1ccc(OS(=O)(=O)c3ccc(Cl)cc3)cc1)C1=C(CCCC1=O)O2	18	2	-10	0.1	-1	1.4	28	12	-4	-5	-4
50	COc1ccc(C(=O)CSc2ncnc3nc[nH]c23)cc1	-11	-1	1	0.2	-1	-0.4	-21	-13	-11	6	-3
51	Cc1ccc(CC(=O)NCCCc2ccccc2)cc1	-14	1	1	0.5	-6	8.6	-38	6	-4	0	-4
52	O=C(COC(=O)c1n[nH]c2ccccc12)Nc1ccccc1Br	-148	/	-31	0.6	-1	-0.8	-87	-5	2	-6	-5
53	CCc1cccc(CC)c1NC(=O)NC1CCCCC1	0	1	4	-0.2	12	1.3	1	2	-3	-6	-4
54	COc1cccc(NC(=O)N2CCC(n3nnc4ccccc43)CC2)c1	13	-4	-4	-0.2	-8	-0.3	7	-13	-2	2	4
55	CCOC(=O)C1=CCC(c2cccn2C(=O)OC(C)(C)C)N(S(=O)(=O)c2ccc(C)cc2)C1 (stereo unspecified)	16	/	13	-0.3	/	3.4	21	/	-3	18	-4
56	CCN(CC)C(=O)C(=O)c1cccn1-c1cccc(OC)c1C#N	14	2	-2	-0.3	-12	-1.5	17	16	1	4	-18
57	COc1ccc(C(=O)C2CCCN(C(=O)c3ccc(F)cc3)C2)cc1OC (stereo unspecified)	30	1	-8	0.1	-2	0.5	-4	0	0	-9	-6
58	CC(C)Cc1nnc(NC(=O)CCC(=O)NC2CCCCCCC2)s1	-1	-5	?	-0.3	-1	-0.4	4	-8	-8	-9	-5
59	Cc1ccc(/C=N/NC(=O)c2cccs2)cc1[N+](=O)[O-]	-302	-2	4	0.1	3	1.6	-262	-106	-3	-65	-3
60	O=C(NC1CCCC1)C1CCC(CNS(=O)(=O)c2ccccc2)CC1 (stereo unspecified)	9	2	3	0.1	1	-0.4	7	0	-1	-18	-13

(more compounds)
entry	smiles	Peg3 promoter	NR2E3 ag-1	Vif imaging	aDG glyco act	PDI inh	hiPSC survival	HIF-2a block	TRPM1 prom inh	Granule exo inh	NR2E3 ag-2	CaV13 FRET inh
61	Cc1c(C(=O)NCC2CCCO2)oc2c(Cl)cccc12 (stereo unspecified)	-20	3	/	0.1	-7	-0.6	-25	-13	19	2	-2
62	O=C(O)C1=C[C@@H](C2CC2)C[C@@H](OCCCCO)O1	-5	1	4	1.6	1	4.0	3	2	-3	4	-3
63	CCC(=O)Nc1nn(C)c2nc3c(C)cccc3cc12	23	-3	2	0.1	-3	-2.4	-7	5	-4	2	/
64	Cc1nnc(SCC(=O)N/N=C/c2cc(Cl)c(O)c(Cl)c2)s1	5	1	-4	-0.1	-16	0.0	8	2	0	-34	-6
